Assay outcomes from PubChem BioAssay.
GPR55 beta-arrestin = GPR55 agonists via beta-arrestin recruitment, primary screen, imaging, U2OS cells, beta-arrestin-GFP redistribution (AID 1961); hit rate 0.048% among 290,000; U2OS GPR55 beta-arrestin-GFP redistribution imaging; higher % means a stronger effect; one-dose activation, % at 10 µM; EC50 in µM for titrated hits; G-protein coupled receptor 55 (Homo sapiens);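 active = activation above 40% with more than 50 cells counted in the well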;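 also: U2OS osteosarcoma cells stably expressing GPR55 and beta-arrestin-GFP; plate controls were DMSO negative control for no effect and LPI positive control for full effect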
Yfh1-depleted yeast = enhancers of respiration in Yfh1-depleted yeast, dose response, Friedreich's ataxia, plus single-dose screen (AID 1465); S. cerevisiae Yfh1-off respiration, WST-1 reduction, 72 h; higher fold induction means a stronger effect; fold induction at 50 µM; hits with a dose series show EC50 in µM; hit rate 0.074% among 220,000;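 active = fold induction of absorbance versus untreated yeast above a set limit, then at least 30% activation at any dose in follow-up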;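 also: activators that raise dye reduction in frataxin-depleted yeast; strong numbers were not always called active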
GPR35 antagonists = GPR35 antagonists blocking zaprinast-driven arrestin recruitment, primary screen, imaging, U2OS, beta-arrestin-GFP, zaprinast agonist (AID 2058); G-protein coupled receptor 35 (Homo sapiens); U2OS GPR35 beta-arrestin-GFP translocation imaging, zaprinast antagonism; higher % means a stronger effect; one-dose inhibition, % at 10 µM; IC50 in µM for titrated hits; hit rate 0.052% among 290,000;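 active = inhibition of at least 50% with at least 30 cells and total cytoplasm GFP at most 10,000,000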
AID2073 = inhibitors of Mint1-CaV2.2 protein interaction, biochemical, HTRF (AID 2073) | hit rate 0.19% among 290,000 | inhibition, % at 20 µM, or IC50 in µM where a hit was titrated | Voltage-dependent N-type calcium channel subunit alpha-1B (Homo sapiens) | HTRF protein-protein interaction, Mint1-CaV2.2; higher % means a stronger effect; in the data active = inhibition mostly above about 51%, no sharp cut-off; also: some results filed as inactive read as strong as hits
NTR1 ag = agonists of NTR1, primary screen, imaging, U2OS cells, beta-arrestin-GFP, high content (AID 493036); Neurotensin receptor type 1 (Homo sapiens), P30989; NTR1-U2OS beta-arrestin-GFP spot imaging, agonist mode; activation, % at 20 µM; hit rate 0.17% among 330,000;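 active = activation at or above 40% of the spot to cytoplasm intensity ratio, with at least 20 cells analyzed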;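 also: 0% = DMSO without peptide and 100% = 100 nM NTR1 peptide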
Target sequence (P30989 whole entry, looked up): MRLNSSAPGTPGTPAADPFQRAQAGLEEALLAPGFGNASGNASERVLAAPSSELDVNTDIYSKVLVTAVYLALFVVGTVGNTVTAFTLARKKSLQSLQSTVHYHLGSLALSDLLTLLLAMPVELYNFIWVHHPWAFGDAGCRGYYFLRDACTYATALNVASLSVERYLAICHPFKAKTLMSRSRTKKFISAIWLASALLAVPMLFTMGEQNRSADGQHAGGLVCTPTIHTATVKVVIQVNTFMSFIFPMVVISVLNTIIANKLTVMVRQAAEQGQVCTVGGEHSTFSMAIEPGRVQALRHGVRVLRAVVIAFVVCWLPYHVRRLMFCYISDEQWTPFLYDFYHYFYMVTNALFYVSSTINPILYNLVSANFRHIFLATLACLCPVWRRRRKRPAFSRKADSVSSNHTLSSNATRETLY
Large T inhibition = SV40 large T antigen inhibitors, biochemical (AID 1903). hit rate 0.39% among 310,000. SV40 large T antigen ATPase/helicase inhibition assay; higher % means a stronger effect. inhibition, % at 20 µM; hits with a dose series show IC50 in µM; in the data active = a potency from the dose series; also: strong numbers were not always called active
GPR55 antagonists = GPR55 antagonists blocking LPI-driven arrestin recruitment, primary screen, imaging, U2OS, beta-arrestin-GFP, LPI agonist (AID 2013); G-protein coupled receptor 55 (Homo sapiens); U2OS GPR55 beta-arrestin-GFP translocation imaging, LPI antagonism; higher % means a stronger effect; one-dose inhibition, % at 10 µM; IC50 in µM for titrated hits; hit rate 0.13% among 290,000;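 active = spots per cell inhibited over 60%, with over 100 cells counted and total cytoplasm intensity under 500,000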;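 also: U2OS cells stably carrying GPR55 and arrestin-GFP stimulated by 5 µM LPI near EC80; imaged beta-arrestin-GFP aggregate spots per cell after agonist stimulation; plate controls were LPI-stimulated DMSO wells for no effect and DMSO wells without LPI for full effect; some results filed as inactive read as strong as hits; confirmed hits need IC50 under 10 µM and bright autofluorescent wells are also inconclusive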
Dengue-2 NS5 capping = Dengue-2 NS5 methyltransferase inhibitors, primary screen, biochemical, confirmation dose response (AID 588689) | Genome polyprotein (Dengue virus type 2 (strain 16681-PDK53)) | Dengue-2 NS5 methyltransferase capping enzyme assay, biochemical; higher % means a stronger effect | inhibition, % at 25 µM; hits with a dose series show IC50 in µM | hit rate 0.3% among 340,000; in the data active = a potency from the dose series
Rac1 GTP hydrolysis = MgcRacGAP GTPase-activating activity inhibitors, confirmation, biochemical, ADP Hunter fluorescence; one-dose inhibition, % at 30 µM; IC50 in µM for titrated hits; hit rate 0.6% among 340,000; Rac GTPase-activating protein 1 (Homo sapiens); MgcRacGAP-stimulated Rac1 GTP hydrolysis, ADP Hunter fluorescence; higher % means a stronger effect; GST-tagged Rac1 F28L mutant substrate;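 active = first-screen hits whose inhibition reached a set limit at any dose in the follow-up dose series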;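 also: fluorescence reports GDP produced by GAP-driven GTP hydrolysis; strong numbers were not always called active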
NTR1 ag cell count 20 µM = recorded beside NTR1 ag, whose call it bears; cell count; measured here: cell count, cytotoxicity flag
Dengue-2 NS5 capping pilot replicate = further read-out of Dengue-2 NS5 capping, marked with its call; inhibition, %; measured here: pilot screen replicate inhibition
An asterisk follows results filed as active; i = inactive; · = no result given.

SMILES	GPR55 beta-arrestin	Yfh1-depleted yeast	GPR35 antagonists	AID2073	NTR1 ag	NTR1 ag cell count 20 µM	Large T inhibition	GPR55 antagonists	Dengue-2 NS5 capping	Rac1 GTP hydrolysis	others
COc1ccc(N2CCN(C(=O)c3ccccc3)CC2)c([N+](=O)[O-])c1	0.1%	i	7%	5%	-1.5	49	11%	19%	0%	-5%
COC(=O)c1sccc1NC(=O)CC1C(=O)NCCN1C(=O)c1ccc(N(C)C)cc1 (stereo not drawn)	-0.1%	i	0%	19%	-0.1	60	1%	0%	-5%	-2%
CC(C)C(NC(=O)C1CCCCC1)C(=O)NC1=NCCS1 (stereo not drawn)	0.0%	·	0%	4%	0.3	69	19%	2%	-4%	3%
O=c1cc(CN2CCc3ccccc32)nc2sccn12	-0.1%	i	3%	6%	-0.6	63	1%	-7%	-4%	7%
CCOc1cc2[nH]c(=S)n(CCCN(CC)CC)c(=O)c2cc1OCC	-0.2%	i	12%	6%	-1.3	74	8%	8%	-3%	15%
CCOc1ccc2nc(SCC(=O)NNC(=O)c3ccco3)c(C)cc2c1	-0.3%	·	-6%	6%	-0.3	55	8%	2%	-5%	3%
CCC1CCCCN1CCCNC(=O)c1cn(CC)c2ccc(S(=O)(=O)N3CCc4ccccc4C3)cc2c1=O (stereo not drawn)	0.5%	i	-9%	-2%	1.3	45	2%	18%	-5%	5%
NNC(=O)c1sc2cc(C(F)(F)F)cnc2c1-c1ccccn1	-0.3%	i	16%	6%	0.1	76	76%	-4%	·	·
COc1ccc(NC(=O)COC(=O)CCc2ccccc2)c(OC)c1	-0.2%	·	-5%	2%	0.0	46	14%	1%	-3%	2%
COc1ccc(NC(=O)c2sc3nc(-c4cccnc4)ccc3c2N)cc1OC	0.4%	i	9%	32%	-0.2	40	6%	7%	-5%	12%
COc1ccccc1CNC(=O)c1cc(C(C)C)nc2ccccc12	-0.2%	·	5%	5%	-0.4	54	-1%	-3%	-14%	2%
CN1CC(=O)N2C(c3ccc(Cl)cc3)c3[nH]c4ccccc4c3C[C@H]2C1=O (stereo partly drawn)	0.0%	·	-10%	30%	1.9	54	2%	20%	1%	6%
COc1ccc(S(=O)(=O)N(C)C)cc1NCC(=O)Nc1ccc(F)cc1F	-0.4%	i	-5%	19%	0.6	38	7%	-4%	2%	-9%
CCCCOC(=O)N1CCOCCOCCOCC1	0.5%	i	14%	-6%	1.6	40	3%	-3%	0%	4%
O=C1CC(c2ccccc2)CC(O)=C1C=Nc1ccc(O)cc1 (stereo not drawn)	0.2%	i	14%	-24%	0.1	43	30%	2%	4%	26µM*
Cc1cc(Br)cn2cc(C(=O)O)nc12	0.6%	i	-10%	24%	-0.3	59	8%	12%	6%	-1%
CCCn1nnnc1-c1ccc(Cl)cc1	-0.2%	i	1%	11%	1.3	49	6%	-3%	-1%	17%
O=C(COc1ccc(Cl)cc1)NCc1nnc2c3ccccc3c(-c3ccccc3)nn12	0.2%	i	15%	-1%	5.8	89	6%	16%	-5%	4%
COC(=O)CN1C(C)=Nc2ccc(C)cc2C1c1ccccc1 (stereo not drawn)	-0.2%	i	-12%	27%	0.0	82	·	6%	-7%	9%
COc1ccc(Cc2n[nH]c(=S)n2C)cc1Br	0.6%	i	5%	-5%	-1.6	45	8%	14%	-8%	0%
N#CCCN1CCC(NC(=O)OCc2ccccc2)CCC1=O (stereo not drawn)	0.2%	·	-10%	8%	-3.5	90	16%	1%	-8%	-6%
CCOC(=O)CN(C(=O)c1ccccc1[N+](=O)[O-])C(C)(C)C	0.3%	i	6%	-3%	-0.6	60	3%	2%	2%	-8%
COc1ccc(CNC(=O)/C=C/c2ccccc2[N+](=O)[O-])cc1	0.4%	i	2%	-4%	-0.7	88	8%	52%	-16%	5%
Cc1ccccc1CSCC(=O)NNC(=S)NCC1CCCO1 (stereo not drawn)	-0.1%	·	-5%	-24%	1.4	66	15%	2%	-5%	9%
CC(C)CCN(C)C1CCN(S(=O)(=O)c2cccc(C(F)(F)F)c2)CC1	0.1%	·	18%	12%	-2.3	58	1%	3%	-3%	3%
Cc1nc(NC(=O)C2CC2)sc1C(=O)NC1CCCCC1	0.3%	i	4%	-2%	0.7	40	-12%	4%	·	·
NC(Cc1ccc2nsnc2c1)C(=O)O (stereo not drawn)	·	i	·	·	0.3	63	·	·	-13%	1%
CCCC12CN(C(=O)c3ccc([N+](=O)[O-])cc3)CC(C)(CN(C(=O)c3ccc([N+](=O)[O-])cc3)C1)C2=O	0.2%	i	-8%	8%	-0.7	43	9%	-8%	·	·
O=C(OCc1ccccc1)/C(=C/c1ccc(Cl)cc1)NC(=O)c1ccccc1Cl	-0.1%	i	14%	11%	7.2	40	5%	6%	2%	2%
Cn1c(=O)c2cc(S(=O)(=O)NCCC(=O)NCC3CCCO3)ccc2n(C)c1=O (stereo not drawn)	-0.1%	i	6%	3%	3.0	52	6%	4%	-7%	2%
Cc1ccc(CNC(=O)Cc2cccs2)cc1	-0.1%	i	2%	10%	2.2	37	14%	11%	1%	6%
COc1ccccc1-c1nnc(NC(=O)C(C)Sc2nncn2C)s1 (stereo not drawn)	0.1%	i	-8%	6%	-1.3	98	23%	0%	·	-1%
OCC[C@@H]1C[C@H](O)[C@@H](O)[C@@]2(CCc3ccccc3CO2)O1	0.2%	·	2%	8%	-4.1	83	8%	16%	-8%	-10%
CC1CN(S(=O)(=O)c2ccccc2)CC(C)O1 (stereo not drawn)	-0.1%	i	4%	-1%	0.5	66	-2%	4%	-2%	6%
Cc1cc(-c2nnc(SCC(=O)Nc3c(C)cccc3C)n2N)n[nH]1	-0.1%	·	-3%	12%	1.5	48	25%	18%	1%	10%
Cc1cccc(C)c1OCc1cc(C(=O)N2CCN3CCCC3C2)no1 (stereo not drawn)	-0.1%	·	-3%	-6%	-0.3	63	13%	7%	-4%	6%
CCOc1ccccc1NC(=O)C1CCN(S(=O)(=O)c2c(C)noc2C)CC1	0.3%	i	20%	12%	-2.4	81	16%	3%	-5%	-8%
CN(C)C(=O)Cn1nc(-c2ccccc2)c2ccccc2c1=O	-0.1%	i	8%	10%	-1.5	49	-1%	9%	1%	2%
COc1ccc(S(=O)(=O)N2CCOCC2)cc1NC(=O)COC(=O)C1=COCCO1	0.3%	i	-1%	7%	-0.6	62	6%	8%	1%	12%
CCn1c(C)c(Br)c(=O)c(C(=O)OC)c1-c1ccc(Cl)cc1	0.7%	·	7%	17%	-1.0	104	2%	8%	-7%	3%
Cc1cc(C)c(S(=O)(=O)N2CCCOC2CNC(=O)C(=O)NCCC2=CCCCC2)c(C)c1 (stereo not drawn)	0.3%	i	14%	12%	2.6	49	16%	8%	0%	2%
NC(=O)c1c(NC(=O)c2ccccc2C(=O)O)sc2c1CCCC2	-0.2%	·	-1%	10%	-0.1	47	12%	1%	-3%	13%
CCC1(CC)Cc2ccccc2C(CC(=O)N2CCOCC2)=N1	-0.2%	i	-11%	4%	0.3	42	12%	-3%	-1%	4%
NC(=O)c1c(NC(=O)c2c(F)cccc2F)sc2c1CCN(Cc1ccccc1)C2	0.0%	·	-10%	-5%	5.4	59	1%	2%	-16%	7%
CCCCn1c(N)c(N(CC(C)C)C(=O)CC2CCCC2)c(=O)[nH]c1=O	·	·	·	·	-1.6	65	19%	·	4%	1%
O=S(=O)(NCc1ccc2c(c1)OCO2)c1ccc(Cl)s1	0.0%	·	4%	-1%	1.8	42	4%	6%	-1%	6%
O=C(OCc1nnc(-c2ccccc2)o1)c1ccc(Cl)cc1	0.2%	i	6%	-1%	·	·	13%	-4%	-8%	3%
CCCOc1ccc(C(C)=O)cc1CC(C(N)=O)C(N)=O	0.0%	·	-4%	1%	0.1	44	4%	18%	-5%	10%
COCCCNS(=O)(=O)c1ccccc1	-0.3%	i	11%	7%	0.6	57	-1%	7%	-4%	-2%
O=C(c1ccccc1Br)N1CCc2c([nH]c3ccccc23)C1	0.0%	·	0%	16%	0.2	59	11%	-8%	-6%	4%
CC(=O)Nc1cccc(C(=O)OC(C)C(=O)NC(=O)NC2CCCCC2)c1 (stereo not drawn)	·	·	·	·	-1.0	70	12%	·	2%	2%
CCOC(=O)N1CCC(NC(=O)CS(=O)Cc2nc(-c3ccccc3C)oc2C)CC1 (stereo not drawn)	0.5%	·	6%	-4%	-0.8	64	1%	-10%	-6%	5%
CCOC(=O)c1ccc2c(c1)N(Cc1ccccc1C)C(=O)c1ccccc1S2=O (stereo not drawn)	·	·	·	·	1.1	75	0%	·	-1%	8%
CC(=O)Nc1ccc(S(=O)(=O)NCC2CCC(C(=O)N3CCN(c4ccccn4)CC3)CC2)cc1 (stereo not drawn)	0.0%	i	-2%	2%	0.0	51	3%	15%	-5%	9%
N#CCCn1nc(-c2ccccc2)cc1Nc1ccccc1NC(=O)c1cccs1	0.3%	·	4%	2%	-2.1	90	-19%	7%	-11%	3%
COC(=O)c1ccccc1NC(=O)c1cc(-c2ccc(O)cc2)on1	0.3%	i	9%	10%	1.9	105	2%	0%	1%	6%
O=C(COC(=O)c1ccccc1C(=O)c1ccc(Cl)c([N+](=O)[O-])c1)NC1CCCCCC1	0.3%	i	-13%	-4%	0.1	21	21%	-21%	-3%	8%	Dengue-2 NS5 capping pilot replicate=-0.6
